Source: PubChem BioAssay (Sanford-Burnham Center for Chemical Genomics)
CXCR6 block = inhibitors of human CXCR6 receptor; O00574; CHO-K1 PathHunter CXCR6 beta-arrestin, luminescence; inhibition, % at 20 µM; actives 0.36% (n = 360,000); in the data active = inhibition above about 34%, passing the limit was not always enough;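 note: antagonist mode with CXCL16 agonist at 10 nM final; 0% = 10 nM CXCL16 with DMSO and 100% = unstimulated wells without agonist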
UPR CHOP act = activators of apoptotic arm of unfolded protein response (CHOP). CHO-CHOP luciferase reporter, UPR activation, luminescence; percent of tunicamycin response over DMSO baseline. activation, % at 10 µM. actives 0.34% (n = 330,000). AID 449763;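 active = at 10 µM dose, activation of 40% or more, normalized to positive control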;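 note: 100% = tunicamycin at 10 µg/mL and 0% = DMSO alone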
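Test system: CHO-CHOP cells, stable luciferase reporter of PERK-eIF2a-CHOP signalling | Quantity: 500 CHO-CHOP cells per well | Buffer or medium: F12 plus 10% serum | Compound dosing: 10 µM single point, 0.5% DMSO | Schedule: 6 h compound treatment, 37 °C | Signal: Luciferase luminescence | Control set: Tunicamycin high control, DMSO low control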
EBI2 antag = antagonists of human EBI2 receptor; actives 0.81% (n = 360,000); inhibition, % at 5 µM; P32249; EBI2 beta-arrestin recruitment, luminescence, 7a,25-OHC stimulated; in the data active = inhibition above about 38%;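 note: enzyme fragment complementation signal reports receptor beta-arrestin coupling in cells; 0% = agonist plus DMSO wells and 100% = wells without agonist; some results beyond the cut were filed as inactive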
CCR6 antagonist = CCR6 (human) receptor antagonism; P51684; CHO-K1 CCR6 PathHunter beta-arrestin, luminescence, CCL20-stimulated; inhibition, % at 20 µM; actives 0.49% (n = 340,000);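 active = compounds whose inhibition of the agonist-driven luminescence signal at 20 µM reaches about 50%, limit read from the data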;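 note: cells stimulated with CCL20 at 14 nM final; plate controls were DMSO with CCL20 for no effect and DMSO without agonist for full effect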
697 NFkB inh = inhibitors of the PMA/ionomycin-induced NF-kB reporter in 697 B cells; 697 B-cell NF-kB luciferase reporter, 16 h; actives 0.33% (n = 330,000); AID 435022; inhibition, % at 4 µM; in the data active = inhibition above about 35%
Gli-Sufu block = blocks Gli-Sufu signaling in a luciferase reporter. Sufu-KO-LIGHT fibroblasts, Gli luciferase reporter luminescence. inhibition, % at 5 µM. actives 0.74% (n = 340,000). AID 588413;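 active = inhibition above about 55%, limit read from the data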;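 note: 0% = DMSO-treated cells and 100% = wells with medium but no cells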
UPR XBP1 act = adaptive UPR (XBP1) activation | CHO-XBP1 luciferase reporter, IRE1-XBP1 UPR activation, luminescence; percent of tunicamycin response, DMSO as zero | activation, % at 20 µM | actives 0.33% (n = 330,000);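 active = versus positive control, 20 µM dose yields 30% or more activation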;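 note: 100% = tunicamycin at 10 µg/mL and 0% = DMSO only wells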
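Signal: luciferase luminescence; Assay system: CHO-XBP1 luciferase reporter cells; Amount: one thousand reporter cells per well; Dosing: 20 µM single concentration, DMSO 1%; Benchmarks: high control tunicamycin 10 µg/mL final, low control DMSO vehicle only; Schedule: 6 h compound exposure at 37 °C, 5% CO2; Evaluation: percent activation relative to tunicamycin reference.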
Mdm2-MdmX inh = disrupts the human Mdm2-MdmX interaction; AID 485346; SaOS-2 split-luciferase Mdm2/MdmX complementation, luminescence; O15151+Q00987; actives 3% (n = 330,000); inhibition, % at 8 µM;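 active = inhibition of at least 50% at 8 µM in the primary screen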
Target sequence (O15151 whole entry, looked up): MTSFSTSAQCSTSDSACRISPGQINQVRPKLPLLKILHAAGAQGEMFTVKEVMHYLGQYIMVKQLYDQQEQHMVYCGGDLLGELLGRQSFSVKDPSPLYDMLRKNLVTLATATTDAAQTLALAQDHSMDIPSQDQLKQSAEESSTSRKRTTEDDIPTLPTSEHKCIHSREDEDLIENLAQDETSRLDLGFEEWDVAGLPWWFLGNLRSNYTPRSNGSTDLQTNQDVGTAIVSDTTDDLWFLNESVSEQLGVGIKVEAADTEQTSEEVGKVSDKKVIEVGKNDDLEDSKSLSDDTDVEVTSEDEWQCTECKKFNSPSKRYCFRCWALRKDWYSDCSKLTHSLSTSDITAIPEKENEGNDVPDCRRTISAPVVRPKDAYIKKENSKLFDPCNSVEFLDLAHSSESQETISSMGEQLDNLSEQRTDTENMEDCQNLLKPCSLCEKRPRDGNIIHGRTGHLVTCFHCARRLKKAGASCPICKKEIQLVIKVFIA
Target sequence (Q00987 whole entry, looked up): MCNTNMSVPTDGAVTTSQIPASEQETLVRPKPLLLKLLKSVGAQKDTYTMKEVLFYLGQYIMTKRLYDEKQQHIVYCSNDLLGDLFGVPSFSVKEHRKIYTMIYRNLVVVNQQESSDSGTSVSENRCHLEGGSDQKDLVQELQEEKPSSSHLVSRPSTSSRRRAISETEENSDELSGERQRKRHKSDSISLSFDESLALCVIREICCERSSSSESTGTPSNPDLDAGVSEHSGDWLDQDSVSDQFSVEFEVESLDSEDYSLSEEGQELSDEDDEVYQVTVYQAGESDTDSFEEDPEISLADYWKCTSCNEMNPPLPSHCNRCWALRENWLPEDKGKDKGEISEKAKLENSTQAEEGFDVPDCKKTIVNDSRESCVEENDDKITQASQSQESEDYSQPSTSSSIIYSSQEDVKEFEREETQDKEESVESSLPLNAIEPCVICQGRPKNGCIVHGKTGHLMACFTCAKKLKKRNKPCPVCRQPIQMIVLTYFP
Jurkat NFkB inh = lowers PMA/ionomycin-induced NF-kB signal in Jurkat cells; inhibition, % at 4 µM; PMA/ionomycin-induced NF-kB luciferase reporter, luminescence; AID 435003; actives 0.53% (n = 330,000); in the data active = inhibition above about 50%
* hit, by the source's call; / = no result given. Rows are unselected. About 5% of those tested had a hit in this group.

SMILES	CXCR6 block	UPR CHOP act	EBI2 antag	CCR6 antagonist	697 NFkB inh	Gli-Sufu block	UPR XBP1 act	Mdm2-MdmX inh	Jurkat NFkB inh
O=C(O)c1ccc(Cl)c2c1C1C=CCC1C(c1ccccn1)N2 (configuration not stated)	/	-0.6	/	/	-31	/	-2	5	-23
COc1ccc(C(=O)NCCc2nnc3ccc(SCC(=O)NCc4ccc(F)cc4)nn23)cc1	26	0.7	6	9	-18	-1	-2	28	14
CCOC(=O)Cc1csc(NC(=O)c2ccc(Cl)s2)n1	-5	4.3	-3	17	-51	/	3	2	1
COc1ccc(OCCCC(=O)N2CCCc3ccccc32)cc1	-24	-1.6	23	14	7	8	-1	17	-3
O=C(CCCc1nc2ccccc2s1)NCc1ccccc1	-2	0.6	3	9	13	1	1	16	0
COc1ccc(CCNc2oc(COc3ccc(F)cc3)nc2C#N)cc1	-12	-2.2	20	0	-4	-20	-2	34	4
CC(=O)N1CCN(S(=O)(=O)c2ccc(S(=O)(=O)NCC(C)C)cc2)CC1	8	3.1	-10	-2	6	7	2	-17	4
Cn1c(=O)c2c(nc(SCC(=O)Nc3ccccc3)n2C)n(C)c1=O	-3	1.2	-6	-1	2	-1	-1	-14	16
COc1ccc(-c2nn3c(-c4ccco4)nnc3s2)cc1OC	-2	-0.1	-6	8	18	-13	5	28	2
Cc1sc(C(=O)Nc2ccc3ccccc3c2)cc1CC(=O)O	3	2.5	2	-6	-13	-12	2	23	9
CC(=O)c1ccc(OCc2cc(C(=O)N3CC[C@@H]4CCCC[C@H]4C3)no2)cc1	-7	4.1	13	22	-194	-56	0	-82	-123
O=C(C1CCN(Cc2ccc(OCc3ccccc3)cc2)CC1)N1CCCC1	1	2.4	-13	-5	25	3	-2	-10	-9
O=C(COC(=O)CSc1ccccc1)Nc1ccc(F)cc1F	7	-0.5	-1	4	-7	12	2	1	-12
O=C(NC(=S)Nc1ccc(S(=O)(=O)Nc2nccs2)cc1)c1cccc(F)c1	-2	3.1	-11	-2	-74	3	-1	-7	11
CCOc1ccc(CNc2nnnn2C)cc1OC	-3	-2.4	-4	-6	-5	-5	-3	2	-7
CC(C)N(C(=NCc1ccccc1)NC(=O)c1ccccc1)C(C)C	-6	-0.9	2	-4	3	-10	1	-22	2
COc1ccc(NC(=O)CSc2nc3ccccc3c(=O)n2-c2ccc3c(c2)OCO3)c(OC)c1	3	0.4	11	15	-8	31	2	37	-5
O=C(CSc1ccccn1)Nc1nc2ccc(Br)cc2s1	-12	-0.2	2	-21	15	-9	2	8	-17
Cc1ccc(C(=O)NNC(=S)NC(=O)c2ccco2)cc1	23	-1.8	10	43	-19	5	3	30	3
COC(=O)CSc1nnc2cc(C)c3ccccc3n12	8	1.6	-3	42	0	-22	-1	11	10

An excerpt from above in order of count of non-hydrogen atoms, lowest first.
SMILES	CXCR6 block	UPR CHOP act	EBI2 antag	CCR6 antagonist	697 NFkB inh	Gli-Sufu block	UPR XBP1 act	Mdm2-MdmX inh	Jurkat NFkB inh
COc1ccc(-c2nn3c(-c4ccco4)nnc3s2)cc1OC	-2	-0.1	-6	8	18	-13	5	28	2
CC(=O)N1CCN(S(=O)(=O)c2ccc(S(=O)(=O)NCC(C)C)cc2)CC1	8	3.1	-10	-2	6	7	2	-17	4
COc1ccc(C(=O)NCCc2nnc3ccc(SCC(=O)NCc4ccc(F)cc4)nn23)cc1	26	0.7	6	9	-18	-1	-2	28	14

Later entries
SMILES	CXCR6 block	UPR CHOP act	EBI2 antag	CCR6 antagonist	697 NFkB inh	Gli-Sufu block	UPR XBP1 act	Mdm2-MdmX inh	Jurkat NFkB inh
O=C(CCCN1C(=O)/C(=C\c2ccccc2)SC1=S)Nc1cccc(C(=O)O)c1	12	-1.5	-5	19	16	-4	-6	1	0
COc1ccc(C)cc1NC(=O)c1ccc2c(O)c(S(=O)(=O)c3ccccc3)c(=O)[nH]c2c1	-2	-0.4	-12	13	0	-9	-5	12	-6
COc1cccc(NC(=O)CN(C)C(=O)CCNS(=O)(=O)c2ccc(C)cc2)c1	-3	-1.7	-2	13	20	-4	2	13	6
CN(C(=O)COC(=O)/C=C/c1ccc(S(=O)(=O)N2CCc3ccccc32)cc1)C1CCS(=O)(=O)C1 (configuration not stated)	5	-2.6	-3	7	0	-17	-1	-14	8
CCCCCc1nnc(NC(=O)C2COc3ccccc3O2)s1 (configuration not stated)	2	5.3	6	8	6	-15	1	1	0
COCCN(Cc1cn[nH]c1-c1ccc2cc(OC)ccc2c1)C(C)C	-6	2.8	-4	4	-27	-13	0	-3	-42
COc1ccc(CCNC(=O)c2cccc3c2C(=O)N(C2CCCCC2)C3)cc1OC	-2	-1.3	8	18	18	25	0	17	-5
O=c1cnnc(Nc2ccccc2)[nH]1	-1	0.6	1	0	11	-12	-3	26	12
Cc1cccc(OC(C)C(=O)N/N=C\c2ccncc2)c1 (configuration not stated)	-6	0.0	3	2	17	-1	0	10	5
CCOC(=O)c1c(NC(=O)C2CCN(S(=O)(=O)c3ccc(Cl)cc3)CC2)sc2c1CCCC2	8	1.4	13	6	-26	14	1	20	4
COc1ccc2c(C)cc(SCC(=O)N3CCOCC3)nc2c1	-2	0.2	-4	5	8	20	-1	2	1
COc1ccc(/C=N/OCC(=O)N(Cc2ccccc2)c2ccccc2C(=O)O)cc1	-8	-0.9	-14	-18	10	-1	-2	19	-9
Nc1cc(-c2ccc(Cl)cc2)nn1-c1ccccc1	-4	5.4	9	-2	-50	-61	0	-71	-70
CC(=O)Nc1ccc(S(=O)(=O)NCC(=O)NCCc2ccc(S(N)(=O)=O)cc2)cc1	-8	-2.0	1	5	13	1	-5	8	-11
CCC(=O)NC(=S)Nc1cccc(NC(=O)c2ccccc2)c1	2	-1.5	2	0	8	-5	-4	31	-2
Cc1ccc(Nc2nnc(SC(C)C(=O)NCC3CCCO3)s2)cc1C (configuration not stated)	-6	-0.4	46*	0	7	1	0	18	8
COc1ccc(C(=O)NCCNC(=O)c2cnccn2)cc1	5	0.8	3	7	2	-13	7	3	9
CC1CCC2(CC1)NC(=O)N(CC(=O)NC(=O)NC1CCCC1)C2=O (configuration not stated)	7	-1.4	-3	-7	-1	5	1	19	-9
O=C(OCC(=O)c1c[nH]c2ccccc12)c1cccc(O)c1	0	4.6	-9	-3	-75	-69	2	-182	-52
NC(N)=NCCCC(NC(=O)c1ccccc1)C(=O)Nc1ccc2ccccc2c1 (configuration not stated)	4	0.4	-4	13	15	-5	-3	-30	3
O=C(c1ccco1)c1cn(CC(=O)N2CCCCCC2)c2ccccc12	4	-0.2	2	13	4	-7	-3	15	-13
CCC(=NC)C1=C(O)CC(c2ccccc2)CC1=O (configuration not stated)	1	3.2	4	17	-28	-24	-2	23	-38
COc1ccc(N=C2SC(C(=O)O)CC(=O)N2Cc2ccc(OC)c(OC)c2)cc1 (configuration not stated)	-1	-1.6	-1	3	3	2	0	14	-3
CCc1ccc(N2CC(C(=O)OC)CC2=O)cc1 (configuration not stated)	-7	1.4	-4	0	10	-8	-3	7	-11
O=c1[nH]nc(CSCc2ccccc2Cl)[nH]1	-2	-0.7	-9	5	15	0	5	12	2
COCCn1c(N)c(NCc2ccccc2)c(=O)n(CC(=O)Nc2cc(C)ccc2C)c1=O	-3	-0.4	-1	-8	5	-3	0	10	-2
COc1ccc2oc(=O)cc(-c3cc4ccccc4o3)c2c1	6	-1.2	9	11	-18	8	1	9	-2
CC(=O)Oc1ccc2ccc3ccc(C(C)=O)cc3c2c1	1	/	1	-3	/	-5	/	/	/
Cc1ccc(C(=O)Oc2ccc3ccc(=O)oc3c2)cc1	7	5.5	-13	18	0	-1	2	22	-3
CCc1nc2c(c(=O)c3ccccc3n2C)c(=O)n1-c1ccc(F)cc1	4	0.9	-3	14	1	4	0	9	17
COc1ccc2cc(CCN3C(=O)c4ccccc4C3=O)c(=O)[nH]c2c1	-1	2.8	-6	3	-20	-7	4	-5	12
Cc1cccc(NC(=O)N(C)Cc2cccs2)c1	8	1.2	-12	1	-8	-13	1	-39	-13
COc1ccc(-n2c(=S)[nH]c3cc(C(=O)NCCCN4CCCC4=O)ccc3c2=O)c(OC)c1	9	-2.2	-23	31	8	5	-1	24	-15
COc1cc2c(cc1NC(=O)COC(=O)/C=C/c1ccc([N+](=O)[O-])cc1)oc1ccccc12	-10	3.2	-4	-7	-43	-17	-1	-17	-124
O=C1NC[C@@H](Cc2cccc3ccccc23)N(CC2CCCCC2)C1=O	5	1.0	-6	-3	10	-2	0	27	3
CC(=O)c1cccc(NC(=O)COC(=O)COc2c(Cl)cc(Cl)c3ccc(C)nc23)c1	3	0.1	-8	18	16	3	1	31	10
COc1ccc(N2CCN(C(=O)CCc3nc(-c4ccc(C)cc4)no3)CC2)cc1	9	0.4	-1	9	-2	4	1	6	-5
Cc1cc(C)c(C#N)c(SCCS(=O)(=O)Cc2ccccc2)n1	6	-1.6	-7	8	-20	-5	-1	1	-6
CCSc1nc(O)c(C2OC(=O)c3c2ccc(OC)c3OC)c(=O)n1-c1ccccc1 (configuration not stated)	-9	0.4	-6	-2	4	-5	1	-4	-16
CNC(=S)N1CCN(c2cccc(OC)c2)CC1	-1	-3.6	-9	9	13	4	-1	-8	-13

Looked up above:
COCCn1c(N)c(NCc2ccccc2)c(=O)n(CC(=O)Nc2cc(C)ccc2C)c1=O | 697 NFkB inh = 5
Cc1ccc(C(=O)Oc2ccc3ccc(=O)oc3c2)cc1 | Jurkat NFkB inh = -3

The list continues.
SMILES	CXCR6 block	UPR CHOP act	EBI2 antag	CCR6 antagonist	697 NFkB inh	Gli-Sufu block	UPR XBP1 act	Mdm2-MdmX inh	Jurkat NFkB inh
Cc1nc(-c2cccc(S(=O)(=O)N3CC(C)CC(C)C3)c2)cs1 (configuration not stated)	4	0.7	-2	-2	-31	-12	-2	31	-34
O=C(NC1CCCCCCC1)c1ccc(CNc2c(N3CCOCC3)c(=O)c2=O)cc1	4	4.2	-5	7	10	-11	-1	1	-8
CCn1c(=O)c(-c2ccccc2)c(O)c2ccccc21	-8	9.3	-6	-12	-8	-13	0	1	-5
O=c1c2[nH]c3ccc(Cl)cc3c2ncn1Cc1ccccn1	5	/	-5	16	/	-10	/	/	/
O=C(CN1CCN(c2ccccc2O)CC1)Nc1ccccc1C(=O)NCCc1ccccc1	-2	4.4	3	11	-35	-27	3	5	-4
CC(C)=CCC/C(C)=C/CC/C(C)=N/O	-7	-1.4	-4	1	-5	-3	0	4	2
CCOC(=O)C1Cn2c(nc3c(c2=O)C2(CCCC2)Cc2ccccc2-3)S1 (configuration not stated)	4	-0.2	20	33	1	9	-2	1	-6
Cc1nc2cc3ccccc3cc2c(=O)[nH]1	-9	3.1	-2	-6	-42	-52	0	-7	-40
CC(=O)c1ccc(N2CCN(C(=O)Nc3ccc(C)cc3)CC2)cc1	-5	0.3	0	6	5	17	-2	13	9
O=c1[nH]c(NCCO)nnc1Cc1ccccc1	3	1.1	-12	3	18	2	-1	-13	3
CCN(CC)CCOC(=O)c1ccc(Cl)cc1	-11	2.0	-5	-5	17	-1	-3	-1	6
CCOc1ccc(S(=O)(=O)N2CCCCC2)cc1NC(=O)Cc1ccccc1	0	-1.1	12	-5	11	3	-1	28	-4
O=C(Cc1ccc(F)cc1)N1CCC(N2CCC(C(=O)N3CCOCC3)CC2)CC1	-5	-1.2	-3	-7	5	-9	-2	-36	5
CCOC(=O)c1c(O)c2cccc3c2n(c1=O)CC3	0	-1.8	-5	9	0	-1	-1	-7	7
